GLP1R inv ag: qHTS of GLP-1 Receptor Inverse Agonists (Inhibition Mode); Glucagon-like peptide 1 receptor (Homo sapiens), P43220; HEK293 GLP-1R CRE-luciferase, luminescence, 24 h; GLP-1R form is constitutively active; Potency, µM (titrated, usually from 38.3 µM), for inactives: at the top dose activity change, negative = inhibition, actives largely listed as inhibitors; hit rate 1.6% among 410,000; further: potency means the concentration at half of the fitted maximal effect; on the % scale 0 is the no-effect control and ±100 the full control effect; nearly all actives have a fitted effect of over 55% in size
Target sequence (P43220 whole entry, looked up): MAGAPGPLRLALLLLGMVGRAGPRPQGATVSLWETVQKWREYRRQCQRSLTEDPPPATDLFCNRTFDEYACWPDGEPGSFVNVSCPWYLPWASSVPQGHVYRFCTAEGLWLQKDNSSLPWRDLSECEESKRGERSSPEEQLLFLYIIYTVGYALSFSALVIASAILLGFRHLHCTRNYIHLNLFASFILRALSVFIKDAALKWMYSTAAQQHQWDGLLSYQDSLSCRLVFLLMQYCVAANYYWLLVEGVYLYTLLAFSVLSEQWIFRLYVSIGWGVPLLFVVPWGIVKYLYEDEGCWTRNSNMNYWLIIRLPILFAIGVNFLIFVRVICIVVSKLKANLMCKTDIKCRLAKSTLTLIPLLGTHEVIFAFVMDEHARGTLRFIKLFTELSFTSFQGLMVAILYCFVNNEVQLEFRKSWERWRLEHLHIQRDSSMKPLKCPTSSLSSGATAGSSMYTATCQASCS
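Inverse agonism was detected as reduced cAMP-driven luciferase luminescence after 24 h compound treatment. The cells were HEK293 clones expressing constitutively active human GLP-1R with the reporter. Reporter-only and GPR119 cell lines served as counterscreen controls.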
pAkt inh: HTS Assay for Inhibitors of Akt Phophorylation: Primary Screen; Neuro2A IGF-stimulated pAkt S473 HTRF, 20 min; stronger effect = lower value; activity change, % for hits at 50 µM; hit rate 0.32% among 360,000; in the data active means activity change below about -80%; inconclusive means mostly about -51% to -80%; further: on the % scale 0 is the no-effect control and ±100 the full control effect
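Neuro2A cells (4,500/well, DMEM with 0.5% FBS) were treated with compound at a single 50 µM final concentration, stimulated with 6 nM IGF for 20 min at 37 °C, and lysed. Phospho-Akt Ser473 was read by HTRF as 665/615 ratio ×10^4.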
HEK293 tox: qHTS of GLP-1 Receptor Inverse Agonists: Cytotox Screen. HEK293 cAMP-luciferase reporter cells, luminescence, 24 h. Potency, µM (titrated, usually from 38.3 µM), for the others: at the highest dose activity change, negative = inhibition, most hits filed as inhibitors. hit rate 0.13% among 410,000. AID 624418, 2012;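 further: loss of luciferase light is scored as toxicity; potency means the concentration at half of the fitted maximal effect; on the % scale 0 is the no-effect control and ±100 the full control effect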
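Luminescence readout: signal drop marks cytotoxicity. Plated cells grew 12 h at 37 °C, 5% CO2, received 23 nL compound for 24 h, then got luciferase reagent, read after 12 min at RT.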
PTHR1 ag: qHTS for PTHR1 Agonists: Primary Screen; hit rate 0.075% among 410,000; Potency, µM (top dose mostly 115 µM), for inactives: at the top dose activation, actives largely listed as activators; AID 743266, 2014; Parathyroid hormone/parathyroid hormone-related peptide receptor (Homo sapiens), Q03431; HEK293 GP2 PTHR1 cells, GloSensor cAMP luminescence, 1 h; further: potency means the concentration at half of the fitted maximal effect; nearly all actives have a fitted effect of over 55% in size; some results filed as inactive show a strong effect at the top dose; inactives centre near -15; many of its hits are not listed in these tables
Target sequence (Q03431 whole entry, looked up): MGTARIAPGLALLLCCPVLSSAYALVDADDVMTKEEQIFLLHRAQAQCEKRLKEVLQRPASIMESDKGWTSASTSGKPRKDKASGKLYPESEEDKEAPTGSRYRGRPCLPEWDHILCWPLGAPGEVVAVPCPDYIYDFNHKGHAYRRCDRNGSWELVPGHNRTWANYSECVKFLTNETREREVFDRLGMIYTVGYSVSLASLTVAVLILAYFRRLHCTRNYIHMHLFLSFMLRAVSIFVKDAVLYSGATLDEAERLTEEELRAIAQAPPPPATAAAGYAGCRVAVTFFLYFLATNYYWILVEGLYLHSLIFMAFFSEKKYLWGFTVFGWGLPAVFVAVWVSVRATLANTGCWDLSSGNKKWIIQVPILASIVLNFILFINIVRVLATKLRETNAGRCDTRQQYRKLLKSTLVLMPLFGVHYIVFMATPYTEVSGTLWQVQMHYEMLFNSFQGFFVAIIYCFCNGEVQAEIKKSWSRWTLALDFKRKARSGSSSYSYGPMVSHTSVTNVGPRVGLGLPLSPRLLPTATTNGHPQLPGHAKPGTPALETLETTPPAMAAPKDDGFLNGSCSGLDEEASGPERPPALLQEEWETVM
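HEK-293-derived GP2 cells expressing PTHR1 and a GloSensor cAMP reporter, 3,000/well, plated overnight, given luciferin plus IBMX (each 0.5 mM as added) for 1 h at 37 °C, then compound for 1 h at 37 °C. Luminescence was read after 15 min at room temperature.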
aSyn rescue: qHTS of alpha-syn Inhibitors; Yeast expressing alpha-synuclein, growth rescue, BacTiter-Glo, 24 h; Potency, µM (highest dose often 46.1 µM), inactives show at the top dose growth rescue (activation), hits mostly activators; hit rate 0.14% among 370,000; AID 652106, 2013; further: potency means the concentration at half of the fitted maximal effect; % of control where 0% means no effect; nearly all actives have a fitted effect of over 65% in size
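Rescue of yeast growth: cells expressing toxic alpha-synuclein, induced in galactose at OD600 0.02, incubated with compound 24 h at 30 C. ATP luminescence quantified growth; inhibitors of toxicity appear as activators.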
TDP-43 yeast inh: qHTS of TDP-43 Inhibitors; TDP-43 expressing yeast growth rescue, BacTiter-Glo, 24 h; Potency, µM (series often up to 46.1 µM), inactives show top-dose growth rescue (activation), most hits filed as activators; hit rate 1.8% among 410,000; AID 652104, 2013; further: potency means the concentration at half of the fitted maximal effect; % of control where 0% means no effect; nearly all actives have a fitted effect of over 50% in size
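In this qHTS, compounds that restore growth of yeast expressing TDP-43 appear as activators. Cells (OD600=0.02, galactose medium, raffinose-pregrown) are incubated with compound 24 hr at 30 deg C and growth is quantified by BacTiter-Glo.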
Abeta rescue: qHTS for compounds that reverse cellular toxicity of Amyloid beta (A-beta) peptide in yeast: Primary Screen; yeast expressing A-beta42, growth rescue, OD600, 48 h; response scale: 0% DMSO, 100% iron-clioquinol control; Potency, µM (titrated, usually from 46.1 µM), for the others: at the highest dose growth rescue, hits mostly activators; hit rate 0.063% among 410,000; AID 1347071, 2019; further: potency means the concentration at half of the fitted maximal effect; nearly all actives have a fitted effect of over 55% in size
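Yeast A-beta toxicity model in growth medium with pinned compounds, 48 h at 30 C; growth read as absorbance at 600 nm. Normalized to FeCl3/clioquinol equimolar mix (positive) and DMSO (negative).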
FUS suppressor: qHTS for Suppressors of FUS Proteinopathy: Primary screen using FUS-linked yeast assay. hit rate 0.24% among 390,000. S. cerevisiae FUS-expressing, growth rescue, OD600, 24 h. Potency, µM (titrated, usually from 76.6 µM), for inactives: at the highest dose growth rescue (activation), actives largely listed as activators;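 further: potency means the concentration at half of the fitted maximal effect; plate controls were DMSO vehicle for no effect and reference control for full effect; nearly all actives have a fitted effect of over 55% in size; some results filed as inactive show a strong effect at the top dose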
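FUS-expressing yeast, raffinose-pregrown, induced in 2% galactose minimal medium at OD 0.005; compounds in a dilution series, 24hr at 30C. Growth restoration read as absorbance at 600 nm. CP55940 positive control, DMSO negative.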
Mm-Cpn inhibitor: Inhibitors of TCP-1 ring complex (TRiC) of Methanococcus maripaludis (MmCpn): qHTS; AID 504842, 2011; purified Mm-Cpn ATPase, ADP Transcreener TR-FRET; Potency, µM (doses to about 76.9 µM), without a hit: top-dose activity, negative = inhibition, most hits filed as inhibitors; hit rate 0.031% among 330,000; Chaperonin Mm-Cpn (Methanococcus maripaludis); further: potency means the concentration at half of the fitted maximal effect; on the % scale 0 is the no-effect control and ±100 the full control effect; nearly all actives have a fitted effect of over 80% in size
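Inhibition of chaperonin ATP hydrolysis is measured as reduced ADP production, detected by competitive TR-FRET in which signal falls with ADP. Final enzyme 25 nM and ATP 10 uM, reacted 30 min at 37°C.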
* = called active by the depositor; i = inactive; u = inconclusive; x = not tested or not shown; & = joins results of further samples; ! = not confirmed by another sample; [ ] = another dose, or the depositor's remark. Unless noted, the call rests on the fitted dose curve; in most records, active means well fitted curve in the direction sought with a large enough effect; inconclusive means small, poorly fitted or top-dose-only effect, or another doubt; inactive means no such curve, though single readings can be large; an effect the other way counts as inactive or inconclusive.

entry	Compound	GLP1R inv ag	pAkt inh	HEK293 tox	PTHR1 ag	aSyn rescue
1	COC(=O)c1cc(S(=O)(=O)NCC2CCN(Cc3ccc(C)cc3)CC2)cn1C	-14%&-5%	i	8%&1%	-11%	-4%
2	CN1CC[C@@H]2C(=O)N3CCc4ccc(Br)cc4[C@@H]3C[C@@H]21	-10%	i	-5%	-18%	-3%
3	COc1ccccc1CNC(=O)COC(=O)c1ccc(C)c(S(=O)(=O)N2CCOCC2)c1	10%	i	-14%	-4%	-1%
4	COCCn1ccc(O)c(Cc2ccccc2)c1=O	-1%	i	0%	i	-10%
5	CN(Cc1cccc(F)c1)C(=O)C(c1ccccc1)c1ccccc1	u	i	-3%	-53%	1%
6	C/C(=N\Nc1ncc(Br)cn1)c1cccc([N+](=O)[O-])c1	7%	i	-5%	-18%	8%
7	Cc1ccc(NC(=O)CN2C(=O)C(c3ccccc3)=NC2(C)C)cc1C	-14%	x	2%	i	x
8	COc1ccccc1CNC(=O)/C(C#N)=C/c1ccc(OC)c(OC)c1OC	-23%	i	6%	-14%	-6%
9	CC(=O)c1c(C)[nH]c(C(=O)N2CCc3ccccc32)c1C	-7%	i	-3%	-13%[57.5 µM]	0%
10	COc1ccc(Cn2nnc3c(=O)[nH]c(C4CCN(S(=O)(=O)c5ccc(C)cc5)CC4)nc32)cc1	u	i	-1%	i	14%
11	O=C(OCCO)c1c(-c2ccccc2)oc2c1C(OCCO)CCC2 (stereo not drawn)	4%	i	-5%	-19%	-16%
12	COC(=O)N/N=C/C1=CCC2CC1C2(C)C (stereo not drawn)	1%	i	-1%	i	3%
13	Cc1ccc(-c2nnc(N)o2)cc1	12%	i	-2%[1.53 µM]	i	0%
14	CCC(=O)NC(Nc1ccccn1)(C(=O)OC)C(F)(F)F (stereo not drawn)	19%	i	4%	2%	1%
15	CCOc1ccc(S(=O)(=O)n2nnc3ccccc32)cc1C	-3%	i	6%	-11%	2%

entry	TDP-43 yeast inh	Abeta rescue	FUS suppressor	Mm-Cpn inhibitor
1	-2%&2%	-18%	-5%&-3%	-1%
2	-12%	-17%	-14%	x
3	-4%	0%	3%	0%
4	-19%	-15%	10%	-6%
5	1%	10%	11%	-1%
6	20%	-7%	-2%	-4%
7	0%	22%	-1%	x
8	14%	5%	-13%	-3%
9	9%	0%	16%	-2%
10	8%	-2%	u	2%
11	4%	-18%	-8%	x
12	u	-4%	-12%	2%
13	8%	1%	8%	0%
14	7%	17%	x	-7%
15	10%	-8%	x	-1%

Single records, from the list above. Order of screens: GLP1R inv ag	pAkt inh	HEK293 tox	PTHR1 ag	aSyn rescue	TDP-43 yeast inh	Abeta rescue	FUS suppressor	Mm-Cpn inhibitor
Shown for `COC(=O)N/N=C/C1=CCC2CC1C2(C)C` (stereo not drawn) : 1%	i	-1%	i	3%	u	-4%	-12%	2%
Shown for `CN(Cc1cccc(F)c1)C(=O)C(c1ccccc1)c1ccccc1` : u	i	-3%	-53%	1%	1%	10%	11%	-1%

Laid out differently: results already given.
11. O=C(OCCO)c1c(-c2ccccc2)oc2c1C(OCCO)CCC2 (stereo not drawn)
12. COC(=O)N/N=C/C1=CCC2CC1C2(C)C (stereo not drawn)

Assay by compound	11	12
GLP1R inv ag	4%	1%
pAkt inh	i	i
HEK293 tox	-5%	-1%
PTHR1 ag	-19%	i
aSyn rescue	-16%	3%
TDP-43 yeast inh	4%	u
Abeta rescue	-18%	-4%
FUS suppressor	-8%	-12%
Mm-Cpn inhibitor	x	2%

New compounds follow:
entry	Compound	GLP1R inv ag	pAkt inh	HEK293 tox	PTHR1 ag	aSyn rescue
16	CCCCNC(=O)CCc1c(C)nc2cc(-c3ccccc3)nn2c1C	6%	x	11%	-33%[inhibitor]	x
17	CCn1c2ccccc2c2nnc(SCC(=O)Nc3c(C)n(C)n(-c4ccccc4)c3=O)nc21	19%	i	16%	-10%	3%
18	O=C(/C=C/[C@H]1O[C@@H](n2ccc(=O)[nH]c2=O)[C@H](O)[C@@H]1O)NCc1ccccn1	1%	i	6%	-22%	-1%
19	COc1ccc(NC(=O)N2CCN(S(=O)(=O)c3ccc4c(ccn4C)c3)CC2)c(OC)c1	-9%	x	-4%	-78%[inhibitor]	2%
20	O=c1oc2ccc3ccccc3c2cc1-c1nnc(Nc2cc(C(F)(F)F)ccc2Cl)s1	8%	x	7%	i	x
21	CC(=O)c1c(O)cc(C(C)C)n(-c2ccccc2)c1=O	-12%	i	10%	i	3%
22	COc1ccc(-n2nc(C(=O)Nc3ccccc3OC)c3c4ccccc4n(C)c3c2=O)cc1Cl	-3%	x	1%	4%	x
23	CCOC(=O)CSC1=N/C(=C/c2ccc(-n3cncn3)cc2)C(=O)N1C(C)=O	9%	i	-2%	i	1%
24	O=C1CN(C(=O)CSc2nc3cc(Cl)ccc3c(=O)n2Cc2ccccc2)c2ccccc2N1	-18%	i	u	-28%	4%
25	CCCN=C(N)/C(C(=O)OCC)=C(\O)c1ccc(OC)cc1	0%	i	3%	-2%	1%
26	CCC(CO)Oc1cc(NCc2ccc(C(F)(F)F)cc2)c2ncn(C(C)C)c2c1 (stereo not drawn)	u	i	-31%	-14%	9%
27	CCN(CC)C(=O)Cn1c(=O)cc(C)c2c(C)nn(-c3ccc(C)cc3)c21	11%	x	4%	-10%	x
28	COc1ccc(N2CC(NC(=O)c3cccs3)CC2=O)cc1 (stereo not drawn)	3%	x	8%	-6%	x
29	Cc1nnc(NC(=O)c2cccc(NC(=O)C(C)C)c2)s1	87%[activator]	i	4%	-11%[57.5 µM]	-7%
30	Cc1c(C(=O)O)cccc1-c1ccc(/C=N/Nc2ccc(Br)cc2)o1	u	i	-8%	-25%	-54%[inhibitor]

entry	TDP-43 yeast inh	Abeta rescue	FUS suppressor	Mm-Cpn inhibitor
16	13%	-5%	-31%	x
17	0%	6%	11%	-1%
18	7%	-4%	17%	x
19	0%	-24%	13µM*	x
20	12%[9.22 µM]	4%	-17%	x
21	18%	-9%	x	-4%
22	3%	-18%	-28%	x
23	-6%	-14%	11%	-3%
24	u	2%	-14%	0%
25	14%	11%	-12%	1%
26	3%	4%	31%	-2%
27	18%	5%	-25%	x
28	15%	-2%	8%	x
29	-10%	-5%	-4%	-1%
30	-93%[inhibitor]	-95%[inhibitor]	u	-3%

Next section.
entry	Compound	GLP1R inv ag	pAkt inh	HEK293 tox	PTHR1 ag	aSyn rescue
31	COc1ccc(CCNC(=O)/C=C/c2ccc(S(=O)(=O)N3CCOCC3)cc2)cc1	-1%	i	11%	-4%	1%
32	O=C(O)c1cc(NCc2ccc(F)cc2)ccc1N1CCOCC1	-7%	i	-10%	i	-13%
33	CCc1ccc(Nc2nc(N)nc(CSc3nc4ccccc4s3)n2)cc1	u	i	0%&-3%	-10%	1%
34	O=C(Cc1ccccc1)NC1CCS(=O)(=O)C1 (stereo not drawn)	-4%	i	-3%	-11%[57.5 µM]	3%
35	O=C(Nc1ccc(Cl)c(Cl)c1)Nc1nnc(CSc2ccccc2)s1	2%	i	-1%[1.53 µM]	-24%	0%
36	CC(=O)c1cnc2c(-c3cccc(Br)c3)cnn2c1C	7%	i	-6%	i	1%
37	COc1cc(N)c(Cl)cc1C(=O)OCC(=O)N(C)C1CCCCC1	5%	i	-9%	i	27%
38	O=C(CC(NC(=O)c1ccccc1)c1ccccc1)Nc1cccc2ccccc12 (stereo not drawn)	5%	i	-11%	i	3%
39	C=CCn1c(CC(=O)OC)csc1=Nc1ccc(C(C)=O)cc1	18%	i	10%	-24%[57.5 µM]	-1%
40	Cc1oc(-c2cccc(F)c2)nc1CN1CCCCC1CCn1cccn1 (stereo not drawn)	u	i	3%	i	2%
41	CC(C)CCn1c(N2CCc3ccccc3C2)nc2c1c(=O)[nH]c(=O)n2C	64%[activator]	i	-3%	-29%	2%
42	CC1Cc2cc(S(=O)(=O)N3CCN(c4ccc(Cl)cc4)CC3)ccc2N1C(=O)C1CC1 (stereo not drawn)	10%	i	0%	-40%[inhibitor]	7%
43	Cc1ccccc1CC(=O)Nc1ccon1	3%	i	-5%	i	0%
44	COc1cc(/C=C2/SC(=S)N(c3c(C)n(C)n(-c4ccccc4)c3=O)C2=O)ccc1O	-28%	i	u	-18%	-22%
45	O=C1c2sc3nc4n(c(=O)c3c2CCC1Br)CCCCC4 (stereo not drawn)	1%	i	7%	-27%	9%

entry	TDP-43 yeast inh	Abeta rescue	FUS suppressor	Mm-Cpn inhibitor
31	12%	7%	-20%	-1%
32	-8%	-16%	21%	-1%
33	25µM*!	u	29%&7%	0%
34	8%	-5%	11%	0%
35	-7%	-9%	20%	0%
36	26%	3%	x	-1%
37	15%	3%	15%	-6%
38	13%	18%	x	-3%
39	1%	-23%	8%	0%
40	-2%	0%	-13%	-4%
41	u	11%	-16%	-5%
42	12%	11%	-3%	-4%
43	16%	0%	-13%	0%
44	-27%	-17%	23%	-2%
45	13µM*	-17%	u	-3%

From PubChem

Not all compounds are listed. The share of hits here may be higher or lower than overall.
